Source: PubChem (several laboratories)
AI-2 QS mod: Vibrio harveyi AI-2 quorum sensing modulation; Vibrio harveyi JMH597 AI-2 luminescence/OD600 ratio, 9 h; hits give low values; strain lacks LuxN and CqsS sensors; 0 = neutral-control median; activity change, % at 7.5 µM; 300,000 compounds, 0.4% hits; AID 2094; in the data active = activity change below about -75%, passing the limit was not always enough; inconclusive = no clear call, values can overlap the other calls;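 also: luminescence divided by OD600 gain over 9 h not by final OD600 alone; inactives centre near 13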
HSF-1 act: increases HSF-1 driven luciferase reporter signal; NIH3T3-HGL HSF-1 luciferase reporter, MG132, 8 h; 100% = twice DMSO control signal; activation, % at 9 µM; 300,000 compounds, 1.7% hits;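 active = mean replicate activation of at least 50% with a set share of replicates each reaching 50%; inconclusive = only one of those two conditions met; inactive = mean below 50% and too few replicates reaching it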;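 also: 0% = median of the neutral control wells and 100% = twice that signal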
SKKanGAS inh: SKKanGAS growth inhibition | AID 1662 | S. pyogenes SKKanGAS, kanamycin growth, BacTiter-Glo, 6 h | inhibition, % at 7.5 µM | 300,000 compounds, 1.3% hits;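 active = mean replicate score, as percent of positive control median, at least 50; inconclusive = mean below 50 but one replicate at or above 50; inactive = mean and every replicate below 50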;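 also: strain carries kanamycin resistance gene driven by streptokinase promoter and grows in 40 µg/ml kanamycin; loss of luminescence reflects streptokinase promoter inhibition or plain growth inhibition; 0% = median of DMSO wells and 100% = positive control at its reference dose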
Platelet DG rel: modulates dense granule release in human platelets | 300,000 compounds, 0.22% hits | human platelet-rich plasma, SFLLRN dense granule ATP release, luminescence | inhibition, %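 (compounds screened at 7.5 µM in platelet-rich plasma)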;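 active = mean replicate score, as percent of positive control, at or above 50; inconclusive = mean below 50 but at least one replicate at or above 50; inactive = mean and every replicate below 50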
aSyn 5UTR inh: MLPCN primary screen, SNCA 5' untranslated region; alpha-synuclein 5'UTR reporter, inhibitor activity; inhibition, % (tested at 7.5 µM); 300,000 compounds, 0.82% hits; AID 1813; in the data active = inhibition above about 60%; inconclusive = no clear call, values can overlap the other calls;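 also: H4 neuroglioblastoma cells stably carrying SNCA 5'UTR luciferase fusion; 0% = DMSO wells and 100% = positive control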
KLF5 inh: inhibitors of KLF5 expression | DLD-1 KLF5 promoter-luciferase reporter, luminescence | 290,000 compounds, 0.23% hits | inhibition, % at 5 µM;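 active = inhibition above a per-plate limit of that plate's mean compound inhibition plus 3 SD, cut at about 60% in these data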;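 also: 0% = DMSO wells and 100% = LY294002 at 200 µM; higher means less KLF5 promoter-driven luciferase light; inactives centre near -14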
HIF activator: HIF pathway transcriptional activation. U2OS HRE-luciferase reporter, luminescence; normalized: DMSO 0%, desferrioxamine 100%. activation, % at 7.5 µM (by protocol). 300,000 compounds, 0.32% hits. AID 1910;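 active = mean activation of at least 10% of the iron chelator positive control signal, with at least half of replicates also reaching 10%; inconclusive = mean and replicate majority disagree about reaching 10%; inactive = mean and most replicates under 10%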
IEC-6 tox: counter-screen for KLF5 inhibitors: cytotoxicity in IEC-6 cells; IEC-6 cytotoxicity, luminescence viability; inhibition, % at 5 µM; 290,000 compounds, 0.78% hits; in the data active = inhibition above about 22%;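 also: 0% = plate median of test compound wells and 100% = cytotoxic reference compound wells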
HSP90 inh: HSP90 refolding inhibition in rabbit reticulocyte lysate. 290,000 compounds, 0.91% hits. luciferase refolding luminescence, 3 h. inhibition, % at 5.6 µM. AID 1789;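 active = inhibition above the screen-wide mean plus 3 SD, computed separately per campaign, cut at about 16% in these data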;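 also: 0% = DMSO wells and 100% = 60 µM geldanamycin wells; inhibitors lower the luminescence because luciferase stays unfolded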
HSF1 inhib: HSF1 inhibition | NIH3T3-HGL HSE-luciferase, MG132-induced, luminescence 8 h; hits give low values | activity change, negative = inhibition, % at 7.5 µM (by protocol) | 300,000 compounds, 0.77% hits | AID 2098;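 active = more than half of replicate wells show activity change below -50%, luminescence cut by over half; inconclusive = some wells, but at most half, below -50%; inactive = no replicate well below -50%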;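 also: luciferase reports HSF-1 transcriptional activity via heat shock element; 0% = median of DMSO wells and -100% = zero luminescence signal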
* = called active by the depositor; ? = inconclusive; nt = not tested or not shown.

The line under a structure holds: AI-2 QS mod, HSF-1 act, SKKanGAS inh, Platelet DG rel, aSyn 5UTR inh, KLF5 inh, HIF activator, IEC-6 tox, HSP90 inh, HSF1 inhib
(1) COc1ccc2c(c1OC)C(=O)N1N=C(c3ccc(-c4ccccc4)cc3)CC21 (configuration not stated)
  32.9, -9.5, 11.2, 10.6, -5.8, -19.1, -0.1, -2.1, -0.4, 3.6
(2) CCOCCOc1nc2c(c(=O)n(C)c(=O)n2C)n1Cc1ccc(C)cc1
  14.6, 18.3, -7.1, 21.4, 13.0, -21.9, 0.0, 2.3, 2.7, -3.7
(3) CN(CCNC(=O)CN1CCN(Cc2ccccc2Cl)C1=O)Cc1ccccc1
  13.8, 17.4, 2.8, 7.0, 16.1, -39.1, -0.6, -1.5, -3.7, -2.9
(4) CCOc1nc(Nc2ccc(OC)cc2OC)nc(OCC)n1
  14.0, 16.0, -6.3, 2.0, 13.7, -107.5, -2.6, 4.2, -1.3, -2.4
(5) C/C(=N\NC(=O)C(=O)Nc1c(C)n(C)n(-c2ccccc2)c1=O)c1ccncc1
  36.8, -8.7, -5.6, -7.0, 17.1, -9.2, -0.3, 1.0, 3.6, -5.9
(6) Cc1ccc(C)c(OCC(=O)Nc2ccc3c(c2)OCO3)c1C
  26.1, 7.2, -2.3, -0.5, 9.9, 19.6, 1.8, 4.2, 0.0, -8.1
(7) COC(=O)N/N=C/c1cn(Cc2c(Cl)cccc2Cl)c2ccccc12
  24.8, -12.5, 0.1, -15.7, -5.6, -47.3, -0.2, -0.2, 2.2, -12.2
(8) CN(C)S(=O)(=O)c1cccc(NC(=S)N/N=C/c2ccco2)c1
  16.5, -12.9, -5.5, -9.1, -10.4, -24.6, 0.2, 9.7, -4.3, 8.9
(9) CCOC(=O)N1CCC(NC(=O)Cc2ccccc2)CC1
  19.6, 2.0, 4.4, 5.1, 2.8, -40.3, 0.7, -10.9, -4.1, -4.8
(10) O=C(Nc1cc(Br)ccc1O)C1CC(c2ccccc2Cl)=NO1 (configuration not stated)
  ?, -1.9, -3.6, -5.5, -19.8, -39.0, -2.1, -4.3, -2.9, 1.4
(11) CC(C(=O)NCCSCc1cccc(Cl)c1)N(c1ccccc1)S(C)(=O)=O (configuration not stated)
  -10.4, 3.6, -1.8, -2.3, 15.1, -19.1, 0.9, -3.6, 0.6, 3.1
(12) C=CCNC(=O)NC(=O)COC(=O)c1cccnc1SC
  -18.3, -15.7, -2.9, -0.4, -0.6, 11.1, 0.1, -2.4, 1.1, -0.6
(13) CCOC(=O)c1sc(-c2cccs2)nc1C
  2.2, 20.6, -2.2, 0.5, -64.6, -8.1, 2.9, -0.6, -2.4, 20.9
(14) Cc1nn(C)c(C(=O)Nc2c(C)nn(Cc3c(F)c(F)c(F)c(F)c3F)c2C)c1Br
  38.0, nt, nt, nt, nt, -23.5, nt, 9.5, -2.1, nt
(15) Cc1ccc(C)c(NC(=O)CN(C)C(=O)c2cccc(N3C(=O)CCC3=O)c2)c1
  14.4, 5.2, -1.2, 4.7, -8.5, nt, -0.9, nt, nt, 1.6
(16) Cc1ccc(C)n1-c1cccc(N)c1
  22.0, -6.0, 1.2, 47.3, 2.1, -2.0, -0.1, 3.1, 2.6, -1.9
(17) CC1(c2ccc([N+](=O)[O-])cc2)NC(=O)N(CC(=O)c2ccc3c(c2)OCO3)C1=O (configuration not stated)
  -5.5, ?, -7.4, 3.7, 6.6, nt, 2.1, nt, nt, 29.8
(18) CC(C)CC(=O)Nc1cc(C(F)(F)F)ccc1N1CCOCC1
  3.3, -12.7, 2.0, 1.1, 11.4, -23.8, -0.9, 0.0, 0.0, 3.2
(19) CC(=O)NC1C(=O)N=C(SCC(=O)Nc2sc3c(c2C#N)CCCCCC3)NC1=O (configuration not stated)
  17.3, -6.4, -9.1, -41.8, 14.2, 13.3, -0.9, 1.2, -2.3, -2.4
(20) Cc1ccc(C(CNC(=O)Nc2ccc(Cl)cc2)N2CCN(C)CC2)cc1 (configuration not stated)
  5.1, 2.7, -1.5, 3.3, -13.7, -32.7, -0.9, -2.0, -2.4, -0.7
(21) COCc1ccc(C(=O)N(C)CC2CCCN(CCc3ccccc3F)C2)o1 (configuration not stated)
  7.9, 7.9, 1.6, 12.8, 11.8, -21.8, -0.3, 5.0, -0.7, -5.7
(22) Cc1cc2c(o1)CC(C)(C)CC2=O
  5.1, 15.9, 0.7, 0.3, -2.7, -4.5, 0.2, -4.3, -1.1, 0.0
(23) COc1ccc(N2CCN(C(c3cc(OC)ccc3OC)c3nnnn3Cc3ccco3)CC2)cc1 (configuration not stated)
  -12.6, 14.7, -4.8, 5.7, -10.5, 4.8, 0.2, -0.6, 6.7, 7.7
(24) CCN(CC(=O)NCCc1ccccc1)S(=O)(=O)c1ccc(C)cc1
  11.1, -7.6, -0.9, -5.9, 17.6, -14.2, -0.2, -11.3, 1.9, -5.1
(25) CCOC(=O)C1(Cc2cccc(OC)c2)CCN(Cc2cccc(OC)c2OC)CC1
  13.4, 10.6, -12.6, -5.3, 1.9, -9.9, 0.0, 4.3, 0.3, 19.6
(26) COc1ccc(N=c2oc3c(OC)cccc3cc2C(=O)NCc2ccco2)c(OC)c1
  4.3, 23.0, 8.4, 6.4, 9.9, -6.6, 1.0, 0.1, -0.5, 10.4
(27) CN(C(=O)c1cc2ccccc2oc1=O)C1(C)CCS(=O)(=O)C1 (configuration not stated)
  16.1, -4.8, -7.4, -1.6, -6.0, -14.6, 0.1, 1.4, 0.4, -1.2
(28) COc1ccc(-c2nnn(CC(=O)NCCc3ccc(OC)c(OC)c3)n2)cc1
  11.6, -6.2, 0.5, 0.2, 29.9, -16.0, -0.5, -0.6, 0.9, 2.4
(29) COC(=O)c1ccc(/C(O)=C(\C#N)c2nc3ccccc3s2)cc1
  48.2, 23.5, 8.8, -1.1, -149.9, -56.6, 1.3, -5.4, -4.9, 2.6
(30) Cc1cccc(N2C(=O)CS/C2=N\NC(=O)c2cccnc2)c1C
  4.2, 15.1, 2.2, 7.4, 14.7, -16.0, 0.2, -0.3, -2.9, 5.0
(31) O=C(CCC1COc2ccccc2O1)NCc1ccco1 (configuration not stated)
  25.3, 3.9, -3.7, -4.0, 5.2, -4.7, 0.0, -1.1, 0.6, 5.7
(32) CCc1ccc2oc(C(=O)Nc3nonc3C)c(C)c2c1
  12.3, 31.6, -5.6, -1.9, -137.8, -184.1, 2.5, 0.7, 7.5, 32.6
(33) CC(C)C(NS(=O)(=O)c1ccccc1)C(=O)OCc1cc([N+](=O)[O-])cc2c1OCOC2 (configuration not stated)
  23.9, 9.6, 4.1, -10.7, 5.0, -20.6, -0.4, 1.1, 3.2, 1.3
(34) CN(C)CCN(C(=O)c1ccc(S(=O)(=O)N(C)c2ccccc2)cc1)c1nc2cc3c(cc2s1)OCCO3
  18.7, 19.8, 9.5, 17.0, -64.4, -13.4, 2.4, 3.6, 1.2, 7.1
(35) Cc1noc(C)c1COc1ccc(C(=O)OCC(=O)NCCN2C(=O)CSC2=O)cc1
  6.9, -1.5, -10.4, 1.6, -7.2, -12.4, -0.2, -3.9, -2.2, -5.3
(36) COc1cccc2c1SCc1ccccc1C2CC(N)=O (configuration not stated)
  -10.4, 2.1, -1.0, 2.4, 9.7, nt, 0.5, nt, nt, 2.0
(37) Cc1cc(C)c(S(=O)(=O)NCCCn2ccnc2)c(C)c1
  3.7, 16.7, 1.1, -4.7, 9.3, 24.7, 0.0, 3.6, -1.9, 2.3
(38) Cc1cccc(CS(=O)(=O)Cc2ccc(C(=O)NC3CCCCC3)o2)c1
  11.4, 20.7, -5.0, -15.9, 17.9, -19.8, -0.3, 3.1, 0.0, 2.3
(39) CCOc1ccc(-n2c(N)c(C(=O)NCc3ccco3)c3nc4ccccc4nc32)cc1
  19.5, 11.8, 17.0, 1.4, 11.0, -10.6, 1.0, -5.4, -1.0, -2.9
(40) Cc1noc(C)c1S(=O)(=O)N1CCC(C(=O)N2CCC(N3CCCCC3)CC2)CC1
  16.4, 5.8, -5.8, 18.9, -21.0, nt, -0.2, nt, nt, -6.2
(41) CCC(=O)Nc1nc(C)c(-c2csc(Nc3ccc(C(=O)O)cc3)n2)s1
  18.6, 1.4, 17.4, 2.7, 3.0, -19.0, 1.3, -4.5, -6.0, -5.7
(42) Cc1ccc(Cl)cc1N1CCN(CC(=O)Nc2ccc3[nH]c(=O)[nH]c3c2)CC1
  23.2, -51.2, -5.3, -16.5, 22.8, -0.2, 0.1, -0.7, -0.5, -43.0
(43) COc1ccc([N+](=O)[O-])cc1N(CC(=O)NCCC1=CCCCC1)S(C)(=O)=O
  24.6, 4.9, 5.1, -2.5, -2.7, -12.9, 0.0, -3.7, -4.3, 1.1
(44) Cc1c(C=O)c2ccccc2n1CC(=O)NCc1ccc2c(c1)OCO2
  -2.9, 16.0, -14.3, -4.1, 6.4, -23.5, 0.4, 4.5, -2.4, 0.7
(45) Clc1c(-c2nnc3n2CCC3)sc2ccccc12
  12.9, 16.1, -4.6, 9.5, -3.4, -1.4, 0.2, -4.1, -5.4, 22.7
(46) CC(C)NC(=O)c1ccc2c(=O)n(CC3CCCO3)c(=S)[nH]c2c1 (configuration not stated)
  32.6, -0.6, -0.1, 0.1, -5.1, -22.9, 0.2, 1.9, 1.4, -2.0
(47) COc1ccc(C(=O)NC(=S)Nc2cccnc2)cc1[N+](=O)[O-]
  2.2, -6.4, -20.9, 0.2, -10.3, -34.5, 0.2, 7.3, 2.0, -2.3
(48) N#C/C(=C/c1ccc(Oc2ccc([N+](=O)[O-])cn2)cc1)C(=O)N1CCOCC1
  24.5, 17.4, -1.0, 11.6, -18.5, 14.7, 0.0, -1.6, -1.3, 5.8
(49) Cc1ccc(NC(=O)c2ccccc2-c2ccccc2C(=O)O)cc1C
  14.0, 17.6, -4.5, -0.3, -16.9, -43.1, -0.4, 1.3, -0.8, 1.5
(50) Cc1ccc(OCC(=O)Nc2ccccc2F)cc1C
  16.6, -8.5, -3.2, -4.1, -178.0, 9.7, 5.9, 6.9, 3.1, 0.1
(51) N/C(=N\OC(=O)c1ccc2ccccc2c1)c1ccccc1Cl
  3.5, 46.9, 8.3, -8.1, -140.3, -180.2, 2.8, -1.2, 0.0, 31.1
(52) COc1ccc(N(C(=O)c2cccc(OC)c2OC)C2C=CS(=O)(=O)C2)c(OC)c1 (configuration not stated)
  20.7, -9.9, -1.8, 1.2, 16.6, 4.1, -0.2, 0.4, -1.1, 4.1
(53) O=C(Nc1ccc(S(=O)(=O)NCCc2ccccc2)cc1)c1ccco1
  25.7, 10.6, 1.1, 14.8, 0.2, -28.7, 0.3, 1.8, 25.9*, 9.5
(54) Oc1ccccc1-c1nnc2n1CCCCC2
  -9.2, 6.3, -1.7, -3.0, 2.5, -6.9, -1.8, 2.5, 2.4, -1.5
